# UDG counter: counter-screen for AID inhibitors: uracil-DNA glycosylase inhibition. FRET deamination/UDG coupled assay, UDG read, 4 h. Potency, µM (highest dose often 115 µM), for the others: at the top dose activity change, negative = inhibition, usual class: inhibitors. 0.14% of 91,000 active; further: nearly all actives have a fitted effect of over 65% in size
# AID inhibitor: blocks human AID cytidine deaminase activity | Q9GZX7 | AID deamination FRET fluorescence, UDG-coupled, 4 h | Potency, µM (highest dose often 115 µM), for inactives: top-dose activity change, negative = inhibition, actives largely listed as inhibitors | 0.32% of 91,000 active; further: nearly all actives have a fitted effect of over 25% in size
# Target sequence (Q9GZX7 whole entry, looked up): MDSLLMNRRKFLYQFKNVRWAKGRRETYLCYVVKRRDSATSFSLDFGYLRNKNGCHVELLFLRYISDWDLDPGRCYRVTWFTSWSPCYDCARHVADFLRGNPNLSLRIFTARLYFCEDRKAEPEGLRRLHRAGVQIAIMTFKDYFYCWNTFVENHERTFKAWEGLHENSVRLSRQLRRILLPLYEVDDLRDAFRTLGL
# An asterisk follows results filed as active; ? = inconclusive; & = joins results of further samples; [ ] = another dose, or the depositor's remark. The call rests on the fitted dose curve; in most records, active means well fitted curve in the direction sought with a large enough effect; inconclusive means small, poorly fitted or top-dose-only effect, or another doubt; inactive means no such curve, though single readings can be large; an effect the other way counts as inactive or inconclusive. On the % scale 0 is the no-effect control and ±100 the full control effect; potency means the concentration at half of the fitted maximal effect. Only part of the results is shown, so the mix of outcomes need not match the whole.
SMILES,UDG counter,AID inhibitor
CCOc1ccccc1CNC(=O)C1CCN(S(=O)(=O)c2c(C)noc2/C=C/c2ccc(C)cc2)CC1,-2.5%,0.3%
Cc1ccc(S(=O)(=O)CC(=O)Nc2cc(C)on2)cc1,1.8%,-5.3%
C#CCNC(=O)CN1CCN(C(=O)CC2CCCC2)CC1,6.1%,-3.2%
O=C(CSc1nc(=O)[nH]c2c1CCC2)NCc1ccccc1Cl,-1.1%,-6.8%
O=C(Nc1ccc2c(c1)CCCN2C(=O)c1cccs1)c1c(F)cccc1F,-12.8%,-9.5%
Cc1cccc(NC(=O)c2ccccc2NC(=O)CSc2ncnc3ccccc23)c1,-3.5%,-2.2%
CCN(C(=O)c1cc2c(s1)-c1c(C)cccc1OC2)c1cc(C)ccc1C,-12.6%,?
Cc1ccc(NC(=O)Cn2nnc3sc4c(c3c2=O)CCCC4)c(C)c1,10.2%,19.7%
Nc1nccnc1C(=O)NCCc1cccc(Cl)c1,-2.8%,-1.4%
c1ccc2c(N3CCOCC3)nc(N3CCOCC3)nc2c1,-0.4%,0.5%
COc1cc(OC)c(OC)cc1CNC(=O)c1cc(Br)ccc1O,8.0%,1.5%
Cc1cc(C)c(NCC(=O)NNC(=O)c2ccccn2)c(C)c1,0.8%,-5.1%
CC(C)CNC(=O)Nc1cc(C(=O)NCc2ccc(C(C)C)cc2)ccc1N1CCCC1,5.6%,-12.0%
O=C(O)CC(c1cccnc1)c1c[nH]c2ccccc12 (stereo not drawn),-14.8%,20.8%
Cn1nc(CC(=O)OCC(=O)NC2CC2)c2ccccc2c1=O,1.5%,5.7%
CCN=C1NN=C(c2cc(C)n(C3CC3)c2C)CS1,2.4%,18.3%
CSC(C)C(=O)NC(C)c1ccccc1Br (stereo not drawn),-12.4%,-5.7%
Cc1ccc2oc(C(=O)N3CCN(C(c4ccccc4)c4ccccc4)CC3)cc(=O)c2c1,-2.4%,-11.7%
Cc1ccc(C(=O)C2CC(=O)Nc3c2c(C)nn3-c2ccc(Br)cc2)s1 (stereo not drawn),-0.4%,-1.7%
Cc1cccc(C(=O)Nc2ccc(Cl)cc2C(F)(F)F)c1C,-0.7%,-0.2%
Cc1c(C(=O)Nc2ccccc2Br)oc2ccc(S(=O)(=O)N3CCCCCC3)cc12,-13.0%,12.2%
CC(C)CCN1CCCC1C(=O)O (stereo not drawn),-2.6%,-3.3%
CC(NC(=O)CCc1ncc(-c2ccc(F)cc2F)o1)c1ccc2c(c1)NC(=O)CO2 (stereo not drawn),-10.6%,2.9%
CC1CCCCC1NC(=O)c1csc2ccccc12 (stereo not drawn),-7.7%,2.8%
CCOc1ccc(NC(=O)c2ccc(F)c(S(=O)(=O)N(Cc3ccc(C(=O)OC)cc3)Cc3ccc(OC)c(OC)c3)c2)cc1,-15.9%,-14.0%
COc1ccc(C(CC(=O)O)NC(=O)c2cc3ccccc3oc2=O)cc1OC (stereo not drawn),8.2%,-1.8%
O=c1c2oc3ccccc3c2n(Cc2cccc(F)c2)c(=O)n1Cc1ccc2c(c1)OCO2,-3.7%,-18.0%
COc1ccc(C(=O)N2CC(=O)Nc3ccc(C)cc3C2c2ccc(F)cc2)c(OC)c1 (stereo not drawn),-7.7%,?
Cc1cccc(N2CCN(S(=O)(=O)c3cc(C(=O)Nc4ccccc4Cl)ccc3F)CC2)c1C,-11.8%,?
CCOC(=O)c1ccc(NC(=O)CC2C(=O)N(c3cccc(OC)c3)C(=O)N2Cc2cccnc2)cc1 (stereo not drawn),6.3%[57.5 µM],3.9%
O=C(O)c1ccc(CSc2ccc(Cl)cc2)cc1,-1.4%,-8.1%
Cc1ccc(-n2c3nc(=O)[nH]c(=O)c-3cc3c(C)nn(-c4ccccc4)c32)cc1Cl,10.0%,20.3%
CN(C)c1cccc(C(=O)NNC(=O)c2ccc(CSc3ccc(Cl)cc3)cc2)c1,-3.7%,-6.1%
COc1ccc(CCNC(=O)c2ccc3c(c2)CCN3S(=O)(=O)c2ccc(C)cc2)cc1,-6.5%,?
C=CCN(CC=C)Cc1c(C)[nH]c2ccc(CC)cc2c1=O,0.0%,5.6%
O=C(N/N=C1\CC2CCC1C2)c1ccc(Cl)cc1Cl (stereo not drawn),-7.5%,6.3%
COc1ccc(OC)c(CCNC(=O)c2ccc3c(c2)N(Cc2ccccc2)CCS3)c1,3.7%,-3.4%
O=c1oc2ccc(Br)cc2cc1-c1csc(-c2ccc(Cl)cc2)n1,-1.7%,-7.7%
COc1cccc(CNC(=O)Cn2c(SCC(=O)Nc3ccc(C)c(C)c3)nc3ccccc32)c1,-9.6%,6.4%
Cc1ccc(N2C(=O)N(Cc3cccc(Cl)c3)c3ccccc3S2(=O)=O)cc1,46.8%[activator],-18.1%
CCc1ccc2oc(-c3cccc(NC(=O)c4ccc(-c5cccc([N+](=O)[O-])c5)o4)c3)nc2c1,-3.7%,46.7%[activator]
CCC(C)NC(=O)CSc1nc(-c2ccccc2)[nH]c1S(=O)(=O)c1ccc(C)cc1 (stereo not drawn),-2.1%,-3.7%
O=C(Nc1nc(-c2ccc(Br)cc2)cs1)c1cc(=O)c2ccccc2o1,3.6%,-5.2%
CCN(CC)c1nc2c(S(=O)(=O)c3cccc(Cl)c3)nnn2c2ccsc12,?,?
CC(Oc1ccc(-c2ccccc2)cc1Cl)C(N)=O (stereo not drawn),-4.6%,-14.8%
COCCNc1nc(-c2ccc(NC(=O)C(C)(C)C)cc2)cs1,-7.5%,-11.0%
COc1cccc(CCNC(=O)c2ccc(Cn3c(SCc4ccccc4)nc4cccnc43)cc2)c1,?,?
Cc1cccc(CNC(=O)C2CCN(S(=O)(=O)c3cccc4nonc34)CC2)c1,14.6%,3.2%
COC(=O)c1ccccc1NC(=O)NCCc1c(C)nn(C)c1C,1.4%,9.6%
Cn1c(NCc2ccc(Cl)cc2)nc2c1c(=O)n(Cc1ccc(Cl)cc1)c(=O)n2C,-2.0%,-2.4%

# Additional records
SMILES,UDG counter,AID inhibitor
COCc1nc2cccnc2n1C1CCN(S(=O)(=O)N(C)C)CC1,17.7%,10.5%
Cc1oc(-c2ccccc2)nc1Cn1c(=O)cc(-c2ccccc2)c2c(C)nn(C)c21,-14.3%,?
CSc1ccc(CNC23CC4CC(C)(CC(C)(C4)C2)C3)cc1,5.5%,-9.0%
Cn1c(=O)c2c(nc(CN3CCc4ccccc4C3)n2CCCc2ccccc2)n(C)c1=O,-9.3%,-7.6%
Cc1ccc(-c2ccc(C(=O)O)n2C)cc1,-0.3%,-4.7%
Clc1ccc(NN=C2c3ccccc3-c3ccccc32)cc1Cl,-13.0%,-5.9%
COc1ccccc1CNC(=O)CCCCn1c(=O)c2ccccc2n(CC(=O)Nc2c(C)cc(C)cc2C)c1=O,-3.5%,17.2%
COc1ccc(-n2nnnc2SCC(=O)NCCc2ccccc2)cc1,-13.6%,?
CCOC(=O)c1c(C)c(C(=O)Nc2ccc(C)c(F)c2)c(C)n1C,-5.0%,-4.8%
O=C(Nc1cc(F)ccc1F)N1CCC(CN2CCCC2)CC1,-6.4%,-0.3%
COc1ccc(C(=O)Nc2ccc3nc4n(c(=O)c3c2)CCCCC4)cc1OC,5.9%,-4.8%
Cc1ccc(NC(=O)Cc2ccc(-n3c(C)nc4cccnc43)cc2)cc1C,-9.2%,3.3%
Cc1ccc(NC(c2cccc(Cl)c2)c2nnc(-c3ccccc3)o2)cc1F (stereo not drawn),?,-19.4%
Cc1cc(C)c(NC(=O)C2CCN(c3nc4ccccc4[nH]3)CC2)c(C)c1,?,6.4%
Cc1nc2ccc(C(=O)Oc3ccc(C4SCCS4)cc3)cc2nc1C,-2.9%,3.0%
Cc1cc(S(=O)(=O)N2CCCC2)ccc1OCC(=O)Nc1ccccc1Oc1ccccc1,-1.9%,-6.7%
CCOCCCNC(=O)CCC(=O)NNc1nc2ccccc2c2nc(C)nn12,-5.8%,-0.6%
O=c1c2cc3c(cc2nc2sc(Nc4cccc([N+](=O)[O-])c4)nn12)OCO3,29.2%,60.7%[activator]
O=C(Nc1ccc2c(c1)CCCN2C(=O)c1cccs1)c1ccc(F)c(F)c1,-4.1%,-19.1%
Cc1cc2nc(/C(C#N)=C\c3ccc(O)c(I)c3)[nH]c2cc1C,13.6%,16.3%
O=C(NC1CCCC1)C(=O)c1ccc2c(c1)CCC2,-11.0%,-8.7%
CCn1c(C(=O)NCc2ccccc2C)cc2oc3ccccc3c21,-6.7%,?
Cc1ccc(CNC(=O)C(=O)NCC(c2cccs2)S(=O)(=O)c2ccc(C)cc2)cc1 (stereo not drawn),-15.0%,28.1%
COc1ccc(N2CC(C(=O)O)CC2=O)cc1OC (stereo not drawn),-0.2%,-4.0%
CCOc1ccc(S(=O)(=O)N2CCN(c3cccc(C(F)(F)F)c3)CC2)cc1OCC,-3.2%,?
COc1ccc(NC(=O)CN(C)S(=O)(=O)c2ccc3nc(C)sc3c2)cc1Cl,4.8%,8.4%
CCN1CCc2c(sc(-n3cccc3)c2C(C)NC(=O)Nc2ccc(C(=O)OC)cc2)C1 (stereo not drawn),-1.9%&-7.4%,10.3%&105.2%
Cc1ccc(C(C)NC(=O)Nc2ccc(N3CCOCC3)nc2)o1 (stereo not drawn),-4.1%,0.1%
O=c1c2ccccc2n2c(-c3ccccc3O)nnc2n1Cc1ccc(F)cc1,-3.5%,-17.6%
COc1ccc(Cn2cc(C(=O)c3ccc(C)cc3)c(=O)c3cc(OC)c(OC)cc32)cc1,-12.4%,44.7µM*
Cc1cc(C)nc(/N=C(\N)Nc2ccc(C(C)C)cc2)n1,3.5%,-14.4%
Nc1ncc(S(=O)(=O)N2CCN(c3ccccc3)CC2)cn1,0.1%,44.9%[activator]
Cc1cc(C)cc(NC(=O)CN2CCC(C(=O)N3CCCC(C)C3)CC2)c1 (stereo not drawn),-2.0%,1.4%
CCCN(CCC)C(=O)CSc1nnc2cc(C)c3cc(C)cc(C)c3n12,-1.6%,-5.3%
CCCN(CC)c1ccc(/C=N/NC(=S)Nc2ccc(C)cc2)cc1,-4.1%,-11.8%
CCOC(=O)c1c(C)[nH]c(C)c1S(=O)(=O)N(C)CC(=O)Nc1ccc(C)c(F)c1,-6.5%,-2.1%
COCCn1c(-n2nc(C)cc2C)nc2c1c(=O)n(Cc1ccccc1)c(=O)n2C,-2.7%,-4.8%
CCc1ccccc1NC(=O)Cn1c(=O)n(CCc2ccccc2)c(=O)c2sc3ccccc3c21,-16.4%,8.2%

# Ordered by the number under AID inhibitor (high to low): 3 of the compounds above.
mol	AID inhibitor
COCCn1c(-n2nc(C)cc2C)nc2c1c(=O)n(Cc1ccccc1)c(=O)n2C	-4.8%
CCCN(CCC)C(=O)CSc1nnc2cc(C)c3cc(C)cc(C)c3n12	-5.3%
CCCN(CC)c1ccc(/C=N/NC(=S)Nc2ccc(C)cc2)cc1	-11.8%

# Of the compounds above, 16 have a Cl atom:
SMILES,UDG counter,AID inhibitor
O=C(CSc1nc(=O)[nH]c2c1CCC2)NCc1ccccc1Cl,-1.1%,-6.8%
Nc1nccnc1C(=O)NCCc1cccc(Cl)c1,-2.8%,-1.4%
Cc1cccc(C(=O)Nc2ccc(Cl)cc2C(F)(F)F)c1C,-0.7%,-0.2%
Cc1cccc(N2CCN(S(=O)(=O)c3cc(C(=O)Nc4ccccc4Cl)ccc3F)CC2)c1C,-11.8%,?
O=C(O)c1ccc(CSc2ccc(Cl)cc2)cc1,-1.4%,-8.1%
Cc1ccc(-n2c3nc(=O)[nH]c(=O)c-3cc3c(C)nn(-c4ccccc4)c32)cc1Cl,10.0%,20.3%
CN(C)c1cccc(C(=O)NNC(=O)c2ccc(CSc3ccc(Cl)cc3)cc2)c1,-3.7%,-6.1%
O=C(N/N=C1\CC2CCC1C2)c1ccc(Cl)cc1Cl (stereo not drawn),-7.5%,6.3%
O=c1oc2ccc(Br)cc2cc1-c1csc(-c2ccc(Cl)cc2)n1,-1.7%,-7.7%
Cc1ccc(N2C(=O)N(Cc3cccc(Cl)c3)c3ccccc3S2(=O)=O)cc1,46.8%[activator],-18.1%
CCN(CC)c1nc2c(S(=O)(=O)c3cccc(Cl)c3)nnn2c2ccsc12,?,?
CC(Oc1ccc(-c2ccccc2)cc1Cl)C(N)=O (stereo not drawn),-4.6%,-14.8%
Cn1c(NCc2ccc(Cl)cc2)nc2c1c(=O)n(Cc1ccc(Cl)cc1)c(=O)n2C,-2.0%,-2.4%
Clc1ccc(NN=C2c3ccccc3-c3ccccc32)cc1Cl,-13.0%,-5.9%
Cc1ccc(NC(c2cccc(Cl)c2)c2nnc(-c3ccccc3)o2)cc1F (stereo not drawn),?,-19.4%
COc1ccc(NC(=O)CN(C)S(=O)(=O)c2ccc3nc(C)sc3c2)cc1Cl,4.8%,8.4%
